High-throughput results as filed in PubChem BioAssay.
IkB signaling: suppresses IkB signaling in ABC-DLBCL reporter cells | AID 445 | 110,000 tested, 0.04% active | ABC-DLBCL IkBa-CBG/CBR dual luciferase ratio, 4 h; response scale: scaled: untreated 0%, proteasome inhibitor 100% | Potency, µM (top dose mostly 57.1 µM), for the others: at the top dose IkBa stabilization activation; active = well fitted curve in the direction sought with a large enough effect in the signal ratio, not every such curve was filed as active; inconclusive = small, poorly fitted or top-dose-only effect, or a change in a side signal; the % refers to the signal ratio;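 note: the direction sought is a rising ratio; 0% = basal untreated cells and 100% = reference inhibitor full response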
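Curves were fitted separately to fusion (green), unfused (red) and ratio luminescence, then classed by r2, magnitude and activity. Cells: OCI-Ly3, 4 h compound plus doxycycline at 37C; 10 uM MG-132 defined full response.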
p53ts 39C tox: kills p53ts cells at the nonpermissive temperature. H1299-p53A138V viability at 39C, ATP luminescence, 24 h. Potency, µM (top dose mostly 46.1 µM), for inactives: top-dose activity change, negative = cell killing, usual class: cytotoxic. 130,000 tested, 1.5% active; note: nearly all actives have a fitted effect of over 55% in size
Peg3 imprint: inducers of genomic imprint erasure in mouse ES cells; 110,000 tested, 0.02% active; mouse ES Peg3-LacZ reporter, beta-gal luminescence, 40 h; Potency, µM (top dose mostly 60.7 µM), inactives show at the top dose activity change, positive = activation, usual class: activators;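 note: 0% = negative control wells on the plate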
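Readout: BetaGlo luminescence (5 min, room temp) for LacZ from the normally silent maternal Peg3 allele in female Peg3LacZ-Neo ES cells. Cells 300/well, 40 h, 37C, 5% CO2. Data normalized per plate to negative controls.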
p53ts 32C tox: p53ts cell cytotoxicity, permissive temperature. 130,000 tested, 0.93% active. H1299-p53A138V at 32C, ATP luminescence viability, 24 h. AID 924. Potency, µM (series often up to 46.1 µM), inactives show at the highest dose activity change, negative = cytotoxicity, actives largely listed as cytotoxic;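 note: 0% = DMSO and -100% = full killing by reference compound; nearly all actives have a fitted effect of over 55% in size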
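ATP-content luminescence (ATPlite) read-out after 24 h compound exposure at 32C in H1299-p53A138V cells (600/well). Tested up to 46 uM. Normalized to DMSO (0%) and 100 uM tamoxifen (100% killing); Hill-fit AC50.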
* hit, by the source's call; u = inconclusive; x = not tested or not shown; [ ] = dose if it differs, or a comment. Unless noted, calls come from the whole dose curve; as a rule, active = well fitted curve in the direction sought with a large enough effect; inconclusive = small, poorly fitted or top-dose-only effect, or another doubt; inactive = no such curve, though single readings can be large; an effect the other way counts as inactive or inconclusive. Unless noted, % is set by controls: 0 for no effect and ±100 for the full control effect; potency is the fitted concentration of half-maximal effect.

Sample of the layout:
SMILES | IkB signaling | p53ts 39C tox | Peg3 imprint | p53ts 32C tox
COc1ccc(NC(=O)C2CCCN2S(=O)(=O)c2cccc3cccnc23)c(OC)c1 (configuration not stated) | 1.0% | -6% | -4% | -6%
COc1cc(OC)c(N(C)C(=O)c2cn(C3CCCC3)c(=O)c3c2c2ccccc2n3C)cc1Cl | 5.4% | 1% | -11%[10.9 µM] | 44%[activator]
COc1ccc(OC)c(C(c2nnnn2C2CCCC2)N2CCc3ccccc3C2)c1 (configuration not stated) | u | 12% | -23% | 32%[activator]
Clc1ccc(CCNc2nc3ccccc3c3nc(-c4ccccc4)nn23)cc1 | u | -17% | -4%[10.9 µM] | -2%
COC(=O)c1ccc(CSc2nnnn2-c2ccc(C)cc2C)o1 | 2.4% | -6% | -16% | -3%

The whole of this part, repeating the preview:
SMILES | IkB signaling | p53ts 39C tox | Peg3 imprint | p53ts 32C tox
COc1ccc(NC(=O)C2CCCN2S(=O)(=O)c2cccc3cccnc23)c(OC)c1 (configuration not stated) | 1.0% | -6% | -4% | -6%
COc1cc(OC)c(N(C)C(=O)c2cn(C3CCCC3)c(=O)c3c2c2ccccc2n3C)cc1Cl | 5.4% | 1% | -11%[10.9 µM] | 44%[activator]
COc1ccc(OC)c(C(c2nnnn2C2CCCC2)N2CCc3ccccc3C2)c1 (configuration not stated) | u | 12% | -23% | 32%[activator]
Clc1ccc(CCNc2nc3ccccc3c3nc(-c4ccccc4)nn23)cc1 | u | -17% | -4%[10.9 µM] | -2%
COC(=O)c1ccc(CSc2nnnn2-c2ccc(C)cc2C)o1 | 2.4% | -6% | -16% | -3%
CCn1cc(C2=NOC(C(=O)Nc3cc(OC)c(Cl)cc3OC)C2)c(C)n1 (configuration not stated) | x | 0% | x | -2%
COc1c2ccccc2nc2occc12 | x | 4% | 5% | 11%
Cc1oncc1C(=S)Nc1ccccc1 | 1.6% | 2% | -59%[inhibitor] | 8%
Cc1nc(NC(=O)C2CC2)sc1C(=O)N1CCCCC1 | -1.6% | -10% | 2% | 1%
Oc1c(C(O)(c2ccccc2)c2ccc3ccccc3c2O)ccc2ccccc12 | 11%[11.4 µM] | -10%[9.22 µM] | 2%[10.9 µM] | -1%[9.22 µM]

Record cards, as listed above.
CCn1cc(C2=NOC(C(=O)Nc3cc(OC)c(Cl)cc3OC)C2)c(C)n1 (configuration not stated) as listed: IkB signaling = x; p53ts 39C tox = 0%; Peg3 imprint = x; p53ts 32C tox = -2%
COc1ccc(OC)c(C(c2nnnn2C2CCCC2)N2CCc3ccccc3C2)c1 (configuration not stated) as listed: IkB signaling = u; p53ts 39C tox = 12%; Peg3 imprint = -23%; p53ts 32C tox = 32%[activator]
COc1cc(OC)c(N(C)C(=O)c2cn(C3CCCC3)c(=O)c3c2c2ccccc2n3C)cc1Cl as listed: IkB signaling = 5.4%; p53ts 39C tox = 1%; Peg3 imprint = -11%[10.9 µM]; p53ts 32C tox = 44%[activator]

Some entries already given with just p53ts 39C tox and p53ts 32C tox:
smiles	p53ts 39C tox	p53ts 32C tox
COc1cc(OC)c(N(C)C(=O)c2cn(C3CCCC3)c(=O)c3c2c2ccccc2n3C)cc1Cl	1%	44%[activator]
COc1ccc(OC)c(C(c2nnnn2C2CCCC2)N2CCc3ccccc3C2)c1 (configuration not stated)	12%	32%[activator]
Clc1ccc(CCNc2nc3ccccc3c3nc(-c4ccccc4)nn23)cc1	-17%	-2%
COC(=O)c1ccc(CSc2nnnn2-c2ccc(C)cc2C)o1	-6%	-3%
CCn1cc(C2=NOC(C(=O)Nc3cc(OC)c(Cl)cc3OC)C2)c(C)n1 (configuration not stated)	0%	-2%
COc1c2ccccc2nc2occc12	4%	11%
Cc1oncc1C(=S)Nc1ccccc1	2%	8%

(further entries)
SMILES | IkB signaling | p53ts 39C tox | Peg3 imprint | p53ts 32C tox
CCCn1c(SCC(=O)N2c3ccccc3Sc3ccccc32)nc2c1c(=O)n(C)c(=O)n2C | -0.8% | 4% | -3% | 4%
COC(=O)C1=C(C)N(c2ccc(F)c(Cl)c2)C(=O)C1 | u | -4% | -15% | -6%
CN1C(=O)NC2C1N(S(C)(=O)=O)CCN2S(C)(=O)=O (configuration not stated) | -1.4% | -2% | 5% | 6%
CCOc1cc(C2C(C(=O)c3ccc(C)cc3)=C(C(=O)OC)Nc3nnnn32)ccc1O (configuration not stated) | 1.2% | 9% | -8% | 2%
Cc1ccc(C2CC(=O)n3nc(-c4cccc(C)c4)nc3S2)cc1 (configuration not stated) | 2.8% | 8% | -6%[10.9 µM] | 7%
Nc1cc(N)nc(SCc2cc(=O)oc3cc4c(cc23)CCC4)n1 | -3.7% | -3% | -12% | 3%
COCCNC(=O)CC(NS(=O)(=O)c1ccc(NC(C)=O)cc1)C(C)C (configuration not stated) | x | -2% | x | 4%
COc1cc(C(=O)N2CCN(c3ccc(C)cc3C)CC2)cc(OC)c1OC | 6.6% | -6% | -17% | 1%
Cc1ccc(C)c(C(=O)NCc2ccncc2)c1 | 1.4% | 4% | 6% | -4%
COc1ccc(-c2nnc(SCC(=O)N3c4ccccc4Sc4ccccc43)o2)cc1 | x | 1% | x | -4%
Cc1c(C(=O)OCc2cc(=O)n3cc(Br)ccc3n2)oc2ccccc12 | 1.2% | 7% | -10% | 7%
O=S(=O)(Nc1cc(Cl)ccc1N1CCCCC1)c1cccs1 | -0.7% | -3% | -23% | -4%
COc1ccc(C)cc1NC(=O)CSc1nnc(COc2ccc(Cl)cc2)n1Cc1ccco1 | u | 13% | -24% | 11%
COC(=O)c1ccc(COC(=O)C23CC4CC(CC(O)(C4)C2)C3)o1 | 0.1% | 4% | -16% | 6%
Cc1nonc1OCC(C)(COc1nonc1C)NC(=O)c1ccc(Cl)cc1 | x | -3% | x | -5%
COc1ccc(C(=O)n2ccc(C)n2)cc1Br | 1.9% | -8% | 15% | -5%
COC(=O)c1cnn2c(C(F)(F)F)cc(-c3ccccc3)nc12 | x | 0% | x | -6%
C/C(CCN1CCCc2nc(C)c(C)cc21)=N\OC[C@@H](O)COCc1ccco1 | x | 6%[9.22 µM] | x | -3%[9.22 µM]
Cc1ccc(-c2cn3cccc(C)c3n2)cc1NS(=O)(=O)c1ccccc1 | u | -10% | -11%[10.9 µM] | 2%
Cc1cc(N2CCN(C)CC2)nc2ccc(NC(=O)c3ccc(C(C)(C)C)cc3)cc12 | u | 20µM* | -19%[10.9 µM] | 16µM*
COc1ccc2c(c1)CCc1c(C(=O)Nc3cc(C)n(Cc4ccc(Cl)cc4)n3)noc1-2 | 0.9% | 0% | 8% | -11%
COC(=O)c1sc(-c2ccccc2)cc1NC(=O)Nc1ccccc1Cl | u | -13% | -10%[10.9 µM] | 15%
COc1ccc(-c2nnn(CC(=O)N(CC(=O)NC3CCCC3)Cc3cccs3)n2)cc1OC | -2.7% | -2% | 0% | -10%
Cc1cc(C)c(NC(=O)Cn2c(=O)n(Cc3ccco3)c(=O)c3ccccc32)c(C)c1 | -0.9% | 14% | -6% | -9%
COc1cc(C(=O)N2c3ccccc3CC2C)cc(OC)c1OC (configuration not stated) | -0.4% | 3% | -7% | 8%
CN(C(=O)CSc1cn(CC(=O)N2CCOCC2)c2ccccc12)c1ccccc1 | u | 32%[activator] | 8%[10.9 µM] | 5%
CCOc1ccccc1N(CC(=O)NCCSc1ccccc1)S(=O)(=O)c1ccccc1 | u | 4% | -7%[10.9 µM] | 6%
CCOc1ccccc1CNC(=O)CN1C(=O)CCn2nc(-c3cn(C)c4ccccc34)cc21 | -0.2% | -18% | -5%[10.9 µM] | -12%
Oc1[nH]c2ccccc2c1C1=NCCCC1 | -1.0% | 15% | -4% | 10%
C/C(=N/O)c1ccc2cc(Br)c3ccccc3c2c1 | 0.9%[11.4 µM] | -5%[9.22 µM] | -23%[10.9 µM] | 0%[9.22 µM]
Cn1ccnc1SCC(=O)NC12CC3CC(CC(C3)C1)C2 | -0.2% | 5% | -8% | -6%
Cc1ccc2c(c1)c1c(c(=O)n(Cc3ccccc3)c(=O)n1Cc1cccc(F)c1)n2C | 1.0% | -8% | -5%[10.9 µM] | -5%
Cc1cc(=O)oc(C)c1C(=O)NCc1ccccn1 | 2.1% | 7% | -2% | 8%
O=[N+]([O-])c1ccc(Cl)cc1Sc1nc2ccccc2o1 | x | 20% | x | -5%
Cc1nc(S(=O)(=O)NC2CCCCC2)c(C#N)c(C)c1Cl | 1.3% | 1% | -10% | 23%
O=C1CC(=C2c3ccccc3-c3ccccc32)C(=O)N1CCCCN1CCN(c2ccccc2)CC1 | x | -11% | x | -5%
COc1ccc(-n2c(=O)c(C)nc3cnc(Oc4ccccc4)nc32)cc1 | 1.1%[11.4 µM] | -1% | x | 0%
CC(=O)c1ccc(NC(=O)C(C)n2nc(-c3ccccc3)ccc2=O)cc1 (configuration not stated) | 1.3% | u | -6%[10.9 µM] | 0%
COc1ccc(N2CCN(C(=O)Cn3cnc4sc(C)c(S(=O)(=O)N5CCC(C)CC5)c4c3=O)CC2)cc1 | u | 9% | -7%[10.9 µM] | 9%
Cc1cc(C)c(/C=C/c2onc(C)c2S(=O)(=O)N2CCC(C(=O)NCc3ccco3)CC2)c(C)c1 | u | -14% | -11%[10.9 µM] | 10%
OC1(C(O)(c2ccc(-c3ccccc3)cc2)c2ccc(-c3ccccc3)cc2)CCCCC1 | 1.1%[11.4 µM] | 2%[9.22 µM] | -11%[10.9 µM] | 3%[9.22 µM]
Cc1ccc(CNC(=O)COC(=O)CSc2ccc(Br)cc2C)cc1 | x | 0% | x | 2%
O=S(=O)(O)c1cc(N=C=S)ccc1/C=C/c1ccc(N=C=S)cc1S(=O)(=O)O | x | -1% | 8% | -9%
O=C(CSc1nc2c([nH]c3ccccc32)c(=O)n1-c1ccc(Cl)cc1)c1ccccc1 | -0.3% | -25% | -6%[10.9 µM] | -4%
N#Cc1nc(-c2ccco2)oc1NCc1cccnc1 | -1.9% | 8% | 9% | 3%
CC1CCc2c(sc(NC(=O)Cc3ccccc3)c2C(=O)Nc2ccc(Cl)cc2)C1 (configuration not stated) | u | -15% | -16%[10.9 µM] | 5%
CCn1c(=O)cc(SCC(=O)N2CCCCC2)c2ccccc21 | 1.5% | -3% | -9% | 21%
COc1ccc(NC(=O)CN2CCCN(Cc3ccc(Cl)cc3)S2(=O)=O)cc1Cl | u | 1% | 16%[10.9 µM] | -5%
CCCCN(CC)CCNC(=O)C1CCN(c2nnc(C)c3c(C)n(-c4ccc(C)cc4)nc23)CC1 | -0.1% | -24% | 3%[10.9 µM] | -15%
CCCOc1ccc(C(=O)Nc2ccc(Cl)c(-c3nc4ncccc4o3)c2)cc1 | u | u | -16%[10.9 µM] | -16%
Remaining list, next part:
SMILES | IkB signaling | p53ts 39C tox | Peg3 imprint | p53ts 32C tox
COc1ccc(C(=O)c2c(N)c(C(=O)Nc3ccccc3Cl)c3ccccn23)cc1 | 0.5% | 5% | -4%[10.9 µM] | 3%
CCOc1ccccc1CNc1nc2nc3c(c(=O)n2[nH]1)CCC3 | -0.7% | 1% | -7% | 10%
CC(Oc1ccccc1)C(=O)Nc1nnc(S(=O)(=O)N2CCCCCC2)s1 (configuration not stated) | 0.1% | 3% | 11%[10.9 µM] | -7%
O=C(O)/C(=C/c1c(C(=O)O)[nH]c2cc(Cl)cc(Cl)c12)c1ccccc1 | 2.5% | 3% | -6% | -9%
O=C1CC(c2ccc(S(=O)(=O)NCCOc3ccccc3)cc2)CN1 (configuration not stated) | 0.2% | 2% | -12% | 9%
Nc1c(NCc2ccccc2F)c(=O)[nH]c(=O)n1Cc1ccccc1 | 0.1% | 2% | -3% | 4%
CC(C)(C)c1[nH]nc2c1C(c1ccncc1)C(C#N)=C(N)O2 (configuration not stated) | -1.8% | 14% | -5% | 2%
Cn1c(SCC(=O)Nc2cccc3ccccc23)nc(O)cc1=O | 4.0% | 2% | -10% | 8%
